Jurkat NFkB inh: inhibitors of induced NF-kB luciferase reporter, primary screen, TCR NF-kB activation inhibitor project, cell-based, luminescence, uHTS | Jurkat, PMA/ionomycin-induced NF-kB luciferase reporter | inhibition, % at 4 µM | 330,000 tested, 0.53% active; in the data active = inhibition above about 50%
tim23-1 inh: growth inhibitors of tim23-1 mutant yeast, primary screen, luminescence, uHTS; S. cerevisiae tim23-1 growth, BacTiter-Glo luminescence, 24 h; inhibition, % at 20 µM; 330,000 tested, 1.3% active; AID 463212, 2010;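 active = growth inhibition of the mutant yeast at or above 50%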;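 also: temperature-sensitive mutant grown at 25 °C; plate controls were DMSO-treated mutant yeast for no effect and medium wells lacking yeast for full effect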
UPR CHOP act: activators of apoptotic CHOP UPR arm, primary screen, cell-based, CHO-CHOP luciferase reporter, luminescence, uHTS; UPR activation; percent of tunicamycin response over DMSO baseline; 330,000 tested, 0.34% active; activation, % at 10 µM;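 active = at 10 µM dose, activation of 40% or more, normalized to positive control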;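 also: 100% = tunicamycin at 10 µg/mL and 0% = DMSO alone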
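System: CHO CHOP reporter cells. Amount: 500 cells per well. Buffer or medium: F12 medium, 10% FBS. Compound dosing: one dose, 10 µM in 0.5% DMSO. Incubation: 6 h compound exposure at 37 °C after overnight seeding. Technique: Steady-Glo luciferase luminescence. Benchmarks: tunicamycin and DMSO controls.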
APJ antagonist: antagonists of human apelin receptor APJ, primary screen, CHO-K1 cells, beta-arrestin complementation, luminescence; inhibition, % at 20 µM; 330,000 tested, 0.32% active; P35414; AID 2521, 2010;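 active = inhibition above about 40% at 20 µM, limit read from the data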;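 also: cells challenged with 10 nM apelin-13 agonist together with compound; plate controls were apelin-13 plus DMSO wells for no effect and DMSO wells lacking apelin-13 for full effect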
APJ ag: agonists of human apelin receptor APJ, primary screen, CHO-K1 cells, PathHunter beta-arrestin, luminescence; 0% DMSO wells, 100% apelin; activation, % at 20 µM; 330,000 tested, 0.11% active;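 active = activation more than six SD over the plate average, tested at 20 µM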;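 also: 0% = DMSO alone and 100% = apelin-13 at 10 nM; some results filed as inactive read as strong as hits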
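Material: engineered CHO-K1 APJ arrestin reporter cells; amount: 1000 CHO-K1 reporter cells seeded per well; incubation: compound stimulation 90 min at 25 °C, detection 60 min; signal: luminescent beta-gal fragment complementation, chemiluminescent substrate; read-out basis: APJ agonist activity; controls: DMSO-only wells as negative, 10 nM Apelin-13 as positive control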
697 NFkB inh: inhibitors of PMA/ionomycin-induced NF-kB reporter, 697 cells, primary screen, B-cell NF-kB inhibitor project, cell-based, luminescence, uHTS. 697 B-cell NF-kB luciferase reporter, 16 h. inhibition, % at 4 µM. 330,000 tested, 0.33% active. AID 435022, 2010; in the data active = inhibition above about 35%
XBP1 UPR activ: activators of adaptive XBP1 UPR arm, primary screen, cell-based, CHO-XBP1 luciferase reporter, luminescence, uHTS. AID 463104, 2010. IRE1-XBP1 UPR activation; percent of tunicamycin response, DMSO as zero. activation, % at 20 µM. 330,000 tested, 0.33% active;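 active = versus positive control, 20 µM dose yields 30% or more activation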;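 also: 100% = tunicamycin at 10 µg/mL and 0% = DMSO only wells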
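Material: CHO cell line with stable XBP1 luciferase reporter; buffer or medium: F12 medium containing 10% fetal bovine serum; compound: single point, 20 µM final compound, 1% DMSO; incubation: 6 h treatment, 37 °C; measured by: glow luminescence from Steady-Glo reagent; evaluation: activation, % of tunicamycin; control set: tunicamycin high, DMSO low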
Mdm2 MdmX PPI: inhibitors of human Mdm2-MdmX association, primary screen, cell-based, luminescence, split luciferase, SaOS-2, uHTS | SaOS-2 split-luciferase Mdm2/MdmX complementation | inhibition, % at 8 µM | 330,000 tested, 3% active;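 active = inhibition of at least 50% at 8 µM in the primary screen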
Target sequence (O15151 whole entry, looked up): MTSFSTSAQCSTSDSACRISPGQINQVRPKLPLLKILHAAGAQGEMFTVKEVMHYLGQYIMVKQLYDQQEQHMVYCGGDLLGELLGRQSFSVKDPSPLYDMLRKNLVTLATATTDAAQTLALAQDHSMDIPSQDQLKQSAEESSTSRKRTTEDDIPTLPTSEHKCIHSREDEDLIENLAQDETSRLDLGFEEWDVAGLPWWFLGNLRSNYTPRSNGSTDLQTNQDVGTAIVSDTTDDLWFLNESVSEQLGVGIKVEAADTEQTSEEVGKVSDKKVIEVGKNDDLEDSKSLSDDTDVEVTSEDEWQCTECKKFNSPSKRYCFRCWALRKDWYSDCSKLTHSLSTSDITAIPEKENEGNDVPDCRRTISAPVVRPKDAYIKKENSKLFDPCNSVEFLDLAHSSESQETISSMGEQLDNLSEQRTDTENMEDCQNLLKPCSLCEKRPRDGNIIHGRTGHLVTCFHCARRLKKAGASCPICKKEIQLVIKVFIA
Target sequence (Q00987 whole entry, looked up): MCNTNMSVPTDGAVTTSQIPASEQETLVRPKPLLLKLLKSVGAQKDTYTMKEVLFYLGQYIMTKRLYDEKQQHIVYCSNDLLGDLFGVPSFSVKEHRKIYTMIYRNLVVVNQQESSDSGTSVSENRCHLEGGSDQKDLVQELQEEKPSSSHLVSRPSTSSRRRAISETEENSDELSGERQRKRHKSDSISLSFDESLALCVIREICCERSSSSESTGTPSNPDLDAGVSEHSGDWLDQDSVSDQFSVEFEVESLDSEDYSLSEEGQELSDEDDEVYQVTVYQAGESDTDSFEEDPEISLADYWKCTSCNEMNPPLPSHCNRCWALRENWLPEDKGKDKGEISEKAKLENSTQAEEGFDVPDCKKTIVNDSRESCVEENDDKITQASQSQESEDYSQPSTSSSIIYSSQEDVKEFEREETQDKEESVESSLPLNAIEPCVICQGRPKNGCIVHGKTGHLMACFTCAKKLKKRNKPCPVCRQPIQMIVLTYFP
Numbers without * were called inactive; & = joins results of further samples.

SMILES | Jurkat NFkB inh | tim23-1 inh | UPR CHOP act | APJ antagonist | APJ ag | 697 NFkB inh | XBP1 UPR activ | Mdm2 MdmX PPI
COC(=O)c1nnc(-c2ccccc2)c(-c2ccccc2)n1 | -1 | 10 | -1.9 | 25 | -5 | 17 | -2 | 9
COc1ccc(CN(C)C(=O)C2CSC3(C)CCC(=O)N23)cc1 (stereo not drawn) | 8 | -2 | 0.6 | 0 | 3 | 8 | -6 | -3
COc1ccc(NC(=O)c2ccc(OC(F)F)cc2)cc1Cl | -137 | 13 | 6.3 | 6 | -2 | -100 | -2 | -93
Cc1ccc(-c2nc3cnccn3c2Nc2c(C)cccc2C)o1 | 12 | 37 | 9.9 | -16 | 2 | -5 | -1 | -10
Cc1cc(=O)[nH]c(SCCCOc2ccc3c(c2)CCC3)n1 | 3 | 7 | -0.7 | 11 | -4 | 3 | 0 | 12
Cc1cc(NC(=O)C2CCCN2C(=O)Nc2c(C)cccc2C)ccc1-n1cnnn1 (stereo not drawn) | 17 | 2 | -1.8 | -23 | -3 | 6 | 1 | -4
COc1ccccc1-c1cc(C(=O)N2CCCC2)no1 | -125 | 14 | 6.1 | 13 | -2 | -106 | -6 | -53
CCNc1nc(NC#N)nc(SCC(=O)OCC)n1 | 2 | 4 | -0.8 | -3 | -2 | 14 | 1 | 5
O=C(Nc1ccccc1)Nc1nnc(Cc2ccc([N+](=O)[O-])cc2)s1 | -2 | 17 | 5.2 | -9 | 2 | 6 | 2 | 66*
Cc1cc(C)cc(C(=O)NCC(=O)N(C)CCOc2ccccc2)c1 | 8 | 10 | 1.8 | -5 | -3 | 14 | 0 | -12
CCCCn1c(N)c(N(CC(C)C)C(=O)C2=NN(c3ccccc3)C(=O)CC2)c(=O)[nH]c1=O | -7 | 11 | -2.1 | 0 | -3 | -23 | -2 | 2
CCOC(=O)[C@H]1[C@H]2COc3ccc(C)cc3[C@@H]2N2C(=O)c3ccc(Cl)cc3NC(=O)[C@@]12C | 11 | 16 | 0.4 | 4 | -2 | 15 | 2 | 25

An excerpt from above in order of their number in 697 NFkB inh, high to low:
canonical_smiles,697 NFkB inh
CCOC(=O)[C@H]1[C@H]2COc3ccc(C)cc3[C@@H]2N2C(=O)c3ccc(Cl)cc3NC(=O)[C@@]12C,15
Cc1cc(C)cc(C(=O)NCC(=O)N(C)CCOc2ccccc2)c1,14
Cc1cc(NC(=O)C2CCCN2C(=O)Nc2c(C)cccc2C)ccc1-n1cnnn1 (stereo not drawn),6
Cc1cc(=O)[nH]c(SCCCOc2ccc3c(c2)CCC3)n1,3
Cc1ccc(-c2nc3cnccn3c2Nc2c(C)cccc2C)o1,-5

Other compounds.
SMILES | Jurkat NFkB inh | tim23-1 inh | UPR CHOP act | APJ antagonist | APJ ag | 697 NFkB inh | XBP1 UPR activ | Mdm2 MdmX PPI
COc1ccccc1-n1cnnc1SCc1csc(-c2ccccc2)n1 | 8 | 18 | -1.3 | 21 | -2 | 13 | 2 | -2
O=C(/C(C=Nc1ccc(F)cc1)=C(/O)c1ccco1)C(F)(F)F | -143 | 26 | 4.4 | 7 | -2 | -110 | 0 | -75
O=C(Nc1ccc(NC(=S)NC(=O)c2ccco2)cc1)c1ccccc1 | 5 | -19 | 2.0 | 19 | -3 | -6 | -1 | 10
Oc1ccccc1/C=N/c1c(-c2ccco2)nc2ccccn12 | -3 | 33 | 0.2 | -19 | 7 | -11 | -1 | -16
Cc1ccccc1N1C(=O)N(c2cccc(C(F)(F)F)c2)C2CS(=O)(=O)CC21 (stereo not drawn) | 4 | 5 | -0.4 | 13 | -4 | 12 | -2 | -3
Cc1ccc(NC(=O)[C@@H]2CCCN2S(=O)(=O)c2ccc(Cl)cc2)cc1 | 2 | 26 | -1.2 | 0 | -3 | 12 | -2 | 8
CCOC(=O)N1CCN(C(=O)CSc2ccc(Cl)cc2)CC1 | 3 | 10 | -1.9 | 4 | -4 | -9 | 3 | -17
Cc1cc(C)c(-c2csc(NC(=O)C3=COCCO3)n2)cc1C | 3 | 21 | 4.1 | 6 | -2 | -38 | 5 | 1
COc1ccc(NC2=C(c3ccc(OC)cc3)C(=O)c3ccccc32)cc1 | -5 | 13 | -1.3 | 18 | -5 | 2 | 3 | 16
CCC(C)[C@H]1CNCCN1CC1(c2ccccc2)CC1 (stereo partly drawn) | 12 | 2 | 0.2 | -7 | -4 | 17 | -1 | 16
O=C(Cc1ccc(Br)cc1)N1CCN(c2ccccc2O)CC1 | -13 | 17 | 3.3 | 1 | 1 | -28 | 0 | -28
COc1ccc2nc(C)cc(SCC(=O)O)c2c1 | -1&-3 | -9&8 | -0.4&-1.3 | 21&13 | -7&2 | 5&-9 | -1&-3 | -23&2
COc1c(Br)cc(C(N)=O)cc1OCc1ccccc1 | 3 | 11 | -0.5 | 7 | -3 | -9 | 2 | 29
Cc1ccsc1-c1nc(CN2C[C@@H](C)O[C@@H](C)C2)c(C)o1 | 9 | 8 | -2.1 | -11 | -4 | 2 | 1 | 25
CN(Cc1ccc(C(C)(C)C)cc1)C(=O)C1CCN(C(=O)Nc2ccccc2)CC1 | 11 | 29 | -1.0 | -61 | 0 | -13 | 0 | 14
Cc1nn(CC(=O)NCCCN2CCCCC2)c(=O)c2cccn12 | -4 | -2 | -1.4 | 0 | -3 | -7 | -4 | 31
COc1ccc(CN2CCN(Cc3cccc(Oc4ccccc4)c3)CC2)c(OC)c1OC | -15 | 15 | 2.3 | 13 | -3 | -7 | -1 | -6
O=C(Cc1ccc(Br)cc1)NNC(=O)Nc1ccc(Cl)cc1 | 3 | 9 | -0.8 | -16 | -4 | -7 | -1 | -13
CCCC(=O)N(Cc1cc2cccc(C)c2[nH]c1=O)c1ccccc1OC | 0 | 20 | -1.1 | -11 | 3 | -20 | -4 | 1
Cc1cc(C)cc(-n2ncc3c2CCCC3NC(=O)CN2CCCC2=O)c1 (stereo not drawn) | 6 | -2 | 2.0 | 6 | -2 | -3 | -4 | 8
CC(C)CCNC(=O)Cn1c(=O)oc2cc(S(=O)(=O)N3CC(C)CC(C)C3)ccc21 (stereo not drawn) | 6 | 5 | 0.1 | 0 | 2 | 24 | 0 | 4
Cc1cccc(C)c1NC(=O)C[N+](C)(C)CC(O)COc1cccc2ccccc12 (stereo not drawn) | 21 | 12 | -0.3 | 8 | 0 | 10 | 2 | 7
C#CCOCCOCCOCCNc1nc(N2CCN(C(=O)[C@H](CCC(=O)O)n3cc(CN)nn3)CC2)nc(N2CCN(C(=O)[C@H](CCCCN)n3cc([C@@H](N)CC(N)=O)nn3)CC2)n1 | 7 | -9 | 1.2 | -11 | -3 | 9 | -3 | 11
O=C(OC(c1ccc(NS(=O)(=O)c2ccccc2)cc1)(C(F)(F)F)C(F)(F)F)c1ccccc1 | -2 | 35 | 1.8 | -1 | 1 | -21 | 3 | 32
O=C(Nc1ccccc1)c1ccccc1NC(=O)[C@H]1CCCC[C@H]1C(=O)O | 5 | 23 | -2.3 | -18 | -1 | -15 | -3 | -4
COc1ccc(N(CC(=O)Nc2ccccc2C(=O)O)S(=O)(=O)c2ccc(C)c([N+](=O)[O-])c2)cc1 | 5 | -4 | 0.3 | -5 | -1 | 18 | -3 | 25
COc1cc(C(=O)NCCC(=O)NCCCN2CCCCC2C)cc(OC)c1OC (stereo not drawn) | -11 | 2 | 1.1 | -3 | 3 | 11 | 3 | -10
CCc1nc2sc3c(c2c(=S)[nH]1)CC(C)(C)OC3 | -19 | 6 | 1.4 | 9 | 0 | 1 | -2 | 3
COc1cccc(CNC(=O)CCCNS(=O)(=O)c2cccs2)c1 | 5 | 17 | 0.4 | 19 | 0 | 14 | -4 | 16
CC(=O)OC1CSC2c3ccccc3C(=O)N2Cc2sccc21 (stereo not drawn) | 3 | 1 | -2.4 | 14 | -3 | -17 | 3 | 11
CSc1nnc(-c2ccco2)n1-c1ccccc1 | -1 | 12 | -1.6 | 15 | 2 | -3 | -5 | 17
NC(=O)CSc1nnc2ccc(-c3ccc(F)cc3)nn12 | -4 | 1 | 3.6 | -11 | -2 | 13 | -1 | 0
CCOc1ccc(/C=C/c2nc(C#N)c(NCCCOC)o2)cc1 | 47 | 33 | -1.3 | 4 | -3 | -79 | 0 | 30
CC(C)(C)C1CCC(=NOC(=O)c2ccc(F)cc2)CC1 (stereo not drawn) | 11 | 67* | 0.3 | -13 | -2 | 24 | -2 | -15
COc1ccc(Cn2nnnc2C(c2cccs2)N2CCN(c3ccccc3)CC2)cc1 (stereo not drawn) | 0 | 31 | -0.5 | 24 | -4 | -22 | -1 | 18
CS(=O)(=O)Nc1ccc(S(=O)(=O)N2CCCC2)cc1 | 2 | 10 | -1.8 | -21 | -5 | 7 | -1 | 6

Profiles from above.
`CS(=O)(=O)Nc1ccc(S(=O)(=O)N2CCCC2)cc1` as listed: Jurkat NFkB inh: 2; tim23-1 inh: 10; UPR CHOP act: -1.8; APJ antagonist: -21; APJ ag: -5; 697 NFkB inh: 7; XBP1 UPR activ: -1; Mdm2 MdmX PPI: 6
`Cc1ccccc1N1C(=O)N(c2cccc(C(F)(F)F)c2)C2CS(=O)(=O)CC21` (stereo not drawn) as listed: Jurkat NFkB inh: 4; tim23-1 inh: 5; UPR CHOP act: -0.4; APJ antagonist: 13; APJ ag: -4; 697 NFkB inh: 12; XBP1 UPR activ: -2; Mdm2 MdmX PPI: -3

Next section:
SMILES | Jurkat NFkB inh | tim23-1 inh | UPR CHOP act | APJ antagonist | APJ ag | 697 NFkB inh | XBP1 UPR activ | Mdm2 MdmX PPI
CCCC1=C(C(=O)OCC)C(c2cc(Cl)cc(OC)c2OCc2ccccc2)NC(=O)N1 (stereo not drawn) | -2 | 19 | -0.1 | 19 | 0 | 19 | -3 | 25
Cc1ccc(NC(=O)CSc2nc(C)c(Cc3ccccc3)c(=O)[nH]2)cc1 | -21 | 8 | -1.1 | 1 | -3 | 12 | -4 | 12
Cc1cccc(/C=N/Nc2ccc3ccccc3n2)c1 | -146 | 16 | -7.9 | 7 | -3 | -214 | -13 | 46
CCc1cc(=O)oc2cc(C)cc(OC(C)C(=O)NC3CC(C)(C)NC(C)(C)C3)c12 (stereo not drawn) | 4 | 6 | 0.1 | -4 | -6 | -6 | -1 | 37
CCCCOc1ccc(C(=O)Nc2cccc(C)n2)cc1 | -86 | 31 | 4.9 | -22 | 1 | -31 | 0 | -145
CSCCC(NC(=O)c1ccco1)C(=O)N1CCCC(C(F)(F)F)C1 (stereo not drawn) | 9 | -7 | 0.0 | -1 | -4 | 4 | 2 | -13
CCc1cccc(NC(=O)C(NC(=O)C2CCCCC2)C(C)C)c1 (stereo not drawn) | -1 | -2 | -0.9 | -2 | -4 | -3 | -2 | 2
CCCCCCCCCC(=O)Nc1cccnc1 | 17 | 26 | -0.4 | 8 | -3 | 3 | -1 | 10
Brc1ccccc1OCCCCn1cnc2ccccc21 | -13 | 11 | 5.0 | -4 | -1 | -105 | 4 | -34
COc1cccc(NC(=O)Nc2ccc3nsnc3c2)c1 | -87 | 26 | 5.4 | 10 | 0 | -69 | 2 | 4
COC(=O)[C@H](Cc1ccccc1)NC(=O)N1CCC(C)CC1 | -35 | 23 | 1.6 | -10 | 1 | -28 | 3 | 0
CCCCCN(C(=O)CCC(=O)OCCOc1ccc(OC)cc1)c1c(N)n(CCCC)c(=O)[nH]c1=O | 0 | 17 | 0.5 | -19 | 7 | 15 | -2 | 6

Assay outcomes as filed in PubChem BioAssay.
